OPRM1-OPRD1 ag = agonists of human mu-delta opioid receptor heterodimerization; P35372+P41143; hit rate 0.3% among 340,000; cells, OPRM1-OPRD1 heterodimerization, luminescence; activation, % at 9.3 µM; in the data active = activation above about 18%;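 note: 0% = vehicle-treated cells and 100% = reference agonist; values of inactives mirror those of a sister screen read the other way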
Target sequence (P35372 whole entry, looked up): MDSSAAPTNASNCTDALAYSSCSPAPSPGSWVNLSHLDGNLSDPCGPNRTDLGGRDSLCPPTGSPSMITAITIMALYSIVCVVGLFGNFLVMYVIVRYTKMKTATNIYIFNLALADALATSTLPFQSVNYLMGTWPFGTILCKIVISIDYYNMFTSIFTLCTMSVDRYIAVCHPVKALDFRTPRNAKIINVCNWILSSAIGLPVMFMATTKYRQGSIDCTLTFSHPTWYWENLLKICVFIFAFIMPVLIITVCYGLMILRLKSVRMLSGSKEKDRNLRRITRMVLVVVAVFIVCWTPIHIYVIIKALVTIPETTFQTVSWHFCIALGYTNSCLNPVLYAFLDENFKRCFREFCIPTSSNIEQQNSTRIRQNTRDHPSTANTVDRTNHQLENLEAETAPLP
Target sequence (P41143 whole entry, looked up): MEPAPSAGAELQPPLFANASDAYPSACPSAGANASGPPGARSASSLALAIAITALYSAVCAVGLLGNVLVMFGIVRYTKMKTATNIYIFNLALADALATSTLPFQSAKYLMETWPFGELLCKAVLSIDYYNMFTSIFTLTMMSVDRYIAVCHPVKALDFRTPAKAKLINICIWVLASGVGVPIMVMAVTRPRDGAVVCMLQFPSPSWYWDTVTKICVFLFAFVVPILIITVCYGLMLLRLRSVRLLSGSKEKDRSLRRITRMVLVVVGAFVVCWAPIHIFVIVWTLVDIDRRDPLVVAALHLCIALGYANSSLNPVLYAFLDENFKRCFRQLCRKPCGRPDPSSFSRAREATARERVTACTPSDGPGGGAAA
MOR-DOR inv ag = inverse agonists of human mu-delta opioid receptor heterodimerization; hit rate 0.21% among 340,000; AID 504357; cell-based MOR-DOR heterodimer luminescence, inverse agonism; P35372+P41143; inhibition, % at 9.3 µM; in the data active = inhibition above about 22%, passing the limit was not always enough;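 note: 0% = cells with DMSO and 100% = wells without cells with DMSO; values of inactives mirror those of a sister screen read the other way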
Ecoli viability = bacterial growth inhibition, counter-screen for AddAB inhibitors; E. coli V3065 growth, OD600 absorbance, 18 h; inhibition, % at 11.9 µM; hit rate 0.27% among 330,000; AID 449728;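 active = inhibition above the campaign's mean inhibition across all tested compounds plus 3 SD, cut at about 9.9% in these data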;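 note: uninfected addAB+ strain grown without phage in ampicillin broth; 0% = DMSO wells and 100% = ciprofloxacin 0.95 µg/ml wells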
PKA-R1A activ = PKA-R1A complex activation; P00514+P68181; PKA-R1A dissociation, Cy5-IP20 fluorescence polarization; scaled: DMSO 0%, 113 µM cGMP 100%; activation, % at 11.4 µM; hit rate 0.083% among 340,000;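 active = percent activation above the mean of all tested compounds plus 3 SD, cut at about 19% in these data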;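 note: higher means more PKAc released from R1A so a rise in polarization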
HTR5A inv ag = counter-screen for OPRM1-OPRD1 inverse agonists: human HTR5A inverse agonism. P47898. HTR5A cell line, luminescence. inhibition, % at 9.3 µM. hit rate 0.083% among 340,000. AID 504634; in the data active = inhibition mostly above about 23%, no sharp cut-off; inactive = mostly below about 18%;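 note: 0% = cells with DMSO and 100% = no-cell wells with DMSO; some compounds called inactive have numbers as strong as hits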
PfHsp90 set2 = growth inhibition of yeast expressing Plasmodium Hsp90; hit rate 0.32% among 310,000; AID 504621; inhibition, % at 9.4 µM; S. cerevisiae expressing PfHsp90, BacTiter-Glo ATP, 48 h; yeast lacking PDR1 and PDR3 efflux regulators;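 active = every replicate shows inhibition above about 80%, whatever the replicate mean, limit read from the data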;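 note: 0% = DMSO neutral controls and 100% = 20 µM radicicol positive controls; yeast relying on Plasmodium falciparum Hsp90 in place of its own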
AddAB inh = less growth of phage-infected E. coli with AddAB; E. coli expressing H. pylori AddAB, absorbance growth; inhibition, % at 11.9 µM; AID 435030; hit rate 0.29% among 330,000; in the data active = inhibition above about 12%;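 note: 0% = vehicle wells of infected cells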
phage Ecoli inh = E. coli growth loss with phage present; hit rate 0.26% among 360,000; growth absorbance; inhibition, % at 11.9 µM; AID 651602; in the data active = inhibition above about 11%
SUMO Mot1 rescue = inhibitors of SUMOylation pathway: yeast Mot1-301 growth rescue; S. cerevisiae Mot1-301 growth rescue, ATP luminescence, 38.5C; percent above DMSO median, 100 means doubled; hit rate 1% among 320,000; growth rescue, % at 18.8 µM; AID 2716;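 active = every valid replicate shows activation above 250% relative to neutral control wells; inactive = the rest, any valid replicate at or below 250%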;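 note: OY570 slx delta 5 strain wells were the positive control but not used for scaling; some compounds called inactive have numbers as strong as hits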
PKA-R2B activ = activators of human PKA-R2B complex; PKA-R2B holoenzyme dissociation, Cy5-IP20 fluorescence polarization; R2B truncated from residue 108, S112A mutant; 0% DMSO only, 100% 113 µM cGMP; hit rate 0.079% among 340,000; activation, % at 11.4 µM;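 active = activation above a cutoff set at the mean over all compounds plus 3 SD, cut at about 18% in these data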;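 note: higher means more holoenzyme dissociation and a rise in polarization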
Tat transport = E. coli Tat transport inhibition; inhibition, % at 10 µM; hit rate 0.036% among 340,000; E. coli MC4100 TorA-mCherry Tat export, fluorescence;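 active = mean replicate inhibition at least 50% and at least half of replicates individually reaching 50%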;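 note: exported cargo escapes ClpAP degradation while cytoplasmic cargo is degraded and loses fluorescence; 0% = median of neutral control wells and 100% = median of NaSCN control wells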
Starred values were filed as active, the others as inactive; . = not tested or not shown.

SMILES | OPRM1-OPRD1 ag | MOR-DOR inv ag | Ecoli viability | PKA-R1A activ | HTR5A inv ag | PfHsp90 set2 | AddAB inh | phage Ecoli inh | SUMO Mot1 rescue | PKA-R2B activ | Tat transport
O=C(N/C(=C/c1cccc(Br)c1)c1nc(=S)[nH][nH]1)c1ccccc1 | 1.5 | -8 | -0.1 | -15 | -10 | -32 | 0.2 | 2.8 | 1 | -11 | -7
CC(C)CC(=O)NC(=S)Nc1cccc(NC(=O)c2ccccc2)c1 | -0.6 | 4 | 0.9 | -2 | 11 | -30 | 3.9 | 5.4 | 4 | -18 | 1
CCC(C)[C@H]1COCCS(=O)(=O)N1Cc1ccc(Cl)cc1Cl (stereo not given in full) | 0.7 | -3 | 1.6 | -2 | -21 | -6 | 0.9 | 1.5 | 8 | -17 | 2
O=C(CCCn1cncn1)N1CCCC(Nc2ccc(F)cc2)C1 (stereo not given) | -0.1 | 0 | . | -4 | 9 | 13 | . | -0.4 | -13 | 9 | 4
O=C(Oc1ccc(Br)cc1)C1CCN(C2=NS(=O)(=O)c3ccccc32)CC1 | -1.1 | 7 | . | 2 | -5 | 0 | . | 1.2 | . | 11 | 19
COc1ccc(N2CCN(C(CNC(=O)COc3ccccc3)c3ccco3)CC2)cc1 (stereo not given) | -0.2 | 1 | 0.4 | 0 | 5 | -20 | -0.6 | 5.9 | -18 | -4 | 1
O=C(c1ccco1)N1CCN(S(=O)(=O)Cc2ccc(Cl)cc2)CC1 | -2.9 | 16 | -0.9 | 0 | -16 | 7 | 1.3 | 1.4 | -18 | -5 | -4
CCOC(=O)c1[nH]c2ccccc2c1NC(=O)CCN1CC(C)OC(C)C1 (stereo not given) | -2.8 | 17 | 0.6 | 0 | -10 | . | 2.5 | 0.7 | . | 1 | -10
COc1ccc(CCNC(=O)c2ccc(OCc3c(C)noc3C)c(OC)c2)cc1 | -0.6 | 3 | -0.8 | 5 | -6 | 28 | -1.2 | 1.2 | -2 | -10 | -7
COc1cc2c(cc1OC)CN(C(=S)Nc1ccc(C)cc1C)CC2 | -0.2 | 1 | 0.1 | -8 | 1 | -23 | 4.6 | 3.1 | -4 | 4 | 2
O=C(/C=C/c1cccc(Br)c1)NC1CCN(Cc2ccccc2)CC1 | -0.3 | 1 | 0.2 | -9 | -28 | -24 | -0.6 | 2.3 | 113 | -3 | -5
O=C(COC(=O)CCC(=O)c1cccs1)Nc1ccccc1C(F)(F)F | -4.5 | 18 | -0.3 | -18 | -5 | 20 | 1.9 | 0.9 | -13 | -4 | -9
COc1ccc(NC(=S)N2CCN(c3ccccc3)CC2)c(OC)c1 | -2.8 | 13 | -2.5 | 0 | -6 | 3 | -1.5 | 2.4 | 67 | 0 | 5
O=C1OC(/C=C/c2ccccc2)=NC/1=C/c1ccco1 | -2.7 | 14 | -0.7 | -9 | -8 | -5 | 4.3 | 3.9 | 403 | -16 | 1
COc1cc2cc(CN(Cc3cccnc3)C(=O)NCc3ccccc3)c(=O)[nH]c2cc1OC | -2.6 | 15 | -0.5 | -4 | -11 | 26 | 1.9 | 0.5 | 6 | 2 | -7
COc1cccc(NC(=O)c2sc3ncn(CC(=O)N4CCN(c5ccccn5)CC4)c(=O)c3c2C)c1 | -2.7 | 13 | -0.4 | -6 | -10 | -69 | 1.0 | 0.8 | -14 | 0 | -1
COc1ccccc1C(=O)Nc1ccc(C2=NNC(=O)CC2C)cc1 (stereo not given) | -1.6 | 10 | 1.3 | -8 | 10 | 9 | 2.2 | 1.8 | -13 | -8 | 0
CC1=NN(C(=O)c2ccc(Cn3cc([N+](=O)[O-])cn3)cc2)C(O)(C(F)(F)F)C1 (stereo not given) | -0.8 | 4 | -0.8 | -2 | 21 | -8 | 0.8 | 5.1 | 8 | -4 | 7
Oc1[nH]c2ccccc2c1N=Nc1c(F)c(F)c(Cl)c(F)c1F | 2.2 | -13 | -1.1 | 4 | 2 | 11 | -0.2 | 1.1 | -3 | 4 | -8
Cn1c(Cl)cnc1C1CC(=O)c2cc(Cl)ccc2O1 (stereo not given) | -0.7 | 3 | 1.2 | -9 | -1 | 3 | 1.5 | 1.6 | -27 | -10 | 13
COc1ccc(/C=C/C(=O)OCC(=O)NCc2ccco2)cc1OC | -2.5 | 13 | 3.3 | 4 | -4 | -14 | 6.1 | 3.4 | -11 | 3 | -12
Cc1ccc(N(C(=O)c2csnn2)C(C(=O)NC2CCCCC2)c2ccncc2)c(C)c1 (stereo not given) | 0.2 | -2 | 0.2 | 14 | 9 | 6 | 0.9 | 3.9 | 6 | 2 | 2
CC1CCCCC1NC(=O)COC(=O)COc1ccccc1Cl (stereo not given) | 0.5 | -3 | -0.1 | -4 | -11 | 5 | 0.7 | 3.7 | . | -8 | -19
Cc1nonc1NC(=O)c1ccccc1Br | -2.4 | 14 | 4.7 | -6 | -13 | -4 | 3.0 | 1.3 | 296 | -8 | -2
COc1cccc(CN2CCN(Cc3nc(-c4cccs4)oc3C)CC2CCO)c1 (stereo not given) | -3.5 | 17 | -1.4 | -2 | -5 | -5 | 0.5 | 4.2 | -15 | 5 | 11
C#CCONC(=O)c1cc(OCC(F)(F)F)ccc1OCC(F)(F)F | -2.2 | 11 | 0.9 | 6 | -16 | -3 | 2.1 | 4.1 | . | 3 | -7
CC(C)(C)c1ccc(C(=O)NC(=O)COC(=O)c2ccco2)cc1 | 6.3 | -40 | . | 3 | -33 | . | . | 3.0 | . | -7 | -3
Cc1ccc(OCC(=O)Nc2sc3c(c2C#N)CCC3)cc1C | -0.7 | 4 | -1.5 | -7 | -23 | . | 1.3 | 1.7 | 707 | 3 | 0
COc1ccccc1-c1nc(C(F)(F)F)c(OC)o1 | -2.7 | 12 | -0.5 | -6 | 7 | 31 | 2.2 | 3.4 | -4 | 0 | -2
O=C(Nc1nccs1)c1ccc(NC(=O)c2ccco2)cc1 | 0.5 | -2 | 1.3 | -5 | -8 | . | 3.1 | 3.4 | -2 | 9 | 0

Arranged by value in AddAB inh (falling): 3 of the compounds above
SMILES	AddAB inh
O=C(Nc1nccs1)c1ccc(NC(=O)c2ccco2)cc1	3.1
Cc1nonc1NC(=O)c1ccccc1Br	3.0
Cc1ccc(OCC(=O)Nc2sc3c(c2C#N)CCC3)cc1C	1.3

Further structures:
SMILES | OPRM1-OPRD1 ag | MOR-DOR inv ag | Ecoli viability | PKA-R1A activ | HTR5A inv ag | PfHsp90 set2 | AddAB inh | phage Ecoli inh | SUMO Mot1 rescue | PKA-R2B activ | Tat transport
C=CCOc1ccc2c(OC)c3ccoc3nc2c1OC | -4.9 | 26 | -3.8 | 4 | -3 | 66 | 0.0 | 1.4 | 66 | -3 | -7
CC(=O)/C(=N/Nc1ccccc1)N1CCOCC1 | -3.7 | 20 | 1.2 | 8 | 0 | 26 | 4.0 | 2.4 | 149 | -8 | 2
CCC1CSC(=Nc2ccc(C)cc2)N1C(=O)CN1C(=O)NC2(CCCC2)C1=O (stereo not given) | 0.6 | -3 | 0.2 | -6 | 0 | 3 | -1.5 | 1.7 | -13 | -9 | -1
Cc1ccc(C(=O)NC2(C(F)(F)F)N=C3SCCN3C2=O)cc1 (stereo not given) | -2.3 | 11 | -0.9 | 9 | 23 | -4 | -1.4 | 2.1 | 4 | -8 | 7
CC(=O)NC1C(=O)N=C(SCc2ccccc2)NC1=O (stereo not given) | -2.2 | 12 | 0.9 | -8 | -8 | . | 2.3 | -0.5 | . | -9 | 0
Cc1cccc(NC(=O)c2ccc(F)c(S(=O)(=O)NCc3ccco3)c2)c1 | -1.4 | 8 | -2.5 | 3 | 12 | 1 | 3.2 | -1.4 | 3 | 0 | -3
COc1cc(/C=C/C(=O)O)ccc1OS(=O)(=O)c1cc(C)ccc1C | -2.9 | 14 | -1.8 | -11 | 7 | . | 1.5 | 1.5 | -12 | 6 | -13
CC(C)Cn1c(Cc2ccccc2)n[nH]c1=S | -2.3 | 12 | 1.9 | -2 | -3 | -36 | 0.3 | 1.9 | -7 | -4 | 2
COc1ccc(CNC(=O)COc2cc3c(c4oc(=O)cc(C)c24)CCC(C)(C)O3)cc1OC | -2.6 | 14 | -3.3 | 0 | -11 | 11 | 3.9 | 1.7 | 334* | 2 | 11
CCOC(=O)C1CCCN(C(=O)Cc2ccc(C)cc2)C1 (stereo not given) | 1.0 | -6 | -2.4 | 3 | -25 | -28 | -0.6 | 2.0 | -17 | 8 | 9
O=C(CC(c1ccccc1)c1ccccc1)NCCOCc1ccccc1 | -1.4 | 7 | -1.0 | -10 | -10 | -16 | 1.5 | 1.9 | 403* | -14 | -4
COc1ccc(OCC(=O)Nc2cc(S(=O)(=O)N3CCCCC3)ccc2OC)cc1 | -5.3 | 26 | 0.6 | -1 | -2 | -29 | 0.8 | 2.7 | 22 | 4 | -5
CC(=O)c1cccc(NC(=O)c2ccc(N(C)S(=O)(=O)c3ccc(C)cc3)cc2)c1 | -0.1 | 1 | 1.9 | -10 | 6 | 8 | 3.4 | 1.4 | 16 | 4 | -9
CC(C)(C)c1ccc(Cn2nc(CC(=O)O)c3ccccc3c2=O)cc1 | -4.1 | 19 | -0.2 | -6 | 0 | 7 | 0.6 | 1.9 | 3 | -9 | 1
CN1CCN(S(=O)(=O)c2cccc(C(=O)Nc3ccc(Br)cc3Br)c2)CC1 | 0.3 | -2 | -1.1 | 0 | 16 | -14 | -0.4 | 3.7 | -14 | 9 | -2
O=C(Cc1ccc(Br)cc1)OCC(=O)N1CCc2ccccc2C1 | -2.1 | 11 | -0.9 | -10 | -10 | 5 | 0.5 | 3.1 | 55 | -10 | 5
C/C(CC(=O)Nc1ccc([N+](=O)[O-])cc1)=N/NC(=O)C1C2CCCCC21 (stereo not given) | -2.0 | 11 | -2.3 | -10 | -36 | 19 | -1.3 | 5.5 | 298 | -1 | -3
O=C(CC1SC(N2CCOCC2)=NC1=O)Nc1ccc(Cl)c(C(F)(F)F)c1 (stereo not given) | -2.4 | 12 | -0.8 | -2 | 10 | 0 | 0.0 | 1.7 | 4 | -4 | 0
O=C(NC1C2CC3CC(C2)CC1C3)C1CC1 (stereo not given) | -1.0 | 6 | -0.9 | 4 | -18 | -44 | 2.3 | 1.7 | -4 | -5 | -5
Cc1ccc(Oc2nc3c(c(=O)n(C)c(=O)n3C)n2C)cc1C | -0.1 | 0 | 3.9 | -19 | 10 | -20 | -0.3 | 2.0 | . | -6 | 10
COc1ccc(CCNC(=O)C(=O)NCC2CCCO2)cc1OC (stereo not given) | -1.1 | 6 | -1.6 | 1 | 7 | -20 | 2.4 | -3.6 | 5 | 9 | 11
COc1ccccc1NC(=O)C1=C(C)NC(=O)NC1c1cc(C)cs1 (stereo not given) | -3.8 | 20 | -0.4 | 1 | -29 | 25 | -0.2 | 0.7 | -8 | 8 | -2
